Screening results as filed in PubChem.
L929 necroptosis: blocks zVAD induced death of L929 cells. hit rate 0.38% among 220,000. viability rescue, % at 10 µM. L929 zVAD necroptosis rescue, ATP luminescence, 24 h; with zVAD 60 µM;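 active = activation, scaled between plate controls, above about 75%, limit read from the data; inactive = activation under that limit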;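 also: 0% = zVAD with DMSO and 100% = DMSO alone without zVAD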
TNF necrop inh: blocks TNF-alpha induced death of Jurkat FADD-/- cells; Jurkat FADD-/- TNF necroptosis rescue, ATP luminescence, 24 h; 0 = TNF only, 100 = no-TNF cells; activation (protection from cell death), % at 10 µM; hit rate 0.068% among 220,000;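 active = activation, meaning protection from cell death, of at least 50% relative to plate controls; inactive = activation below 50%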;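 also: necroptosis triggered by 40 ng/mL TNF-alpha added together with compound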
PGE2 EP2 inh: inhibitors of human EP2 prostaglandin E2 receptor | hit rate 0.52% among 260,000 | inhibition, % at 25 µM | C6 glioma cells expressing human EP2, cAMP TR-FRET; cells stimulated with saturating PGE2 | P43116 | AID 1422;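 active = percent inhibition above 40 after rounding to a whole number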;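 also: rat C6 glioma host cells with rolipram phosphodiesterase inhibitor present; the protocol text gives 20 µM as final concentration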
Target sequence (P43116 whole entry, looked up): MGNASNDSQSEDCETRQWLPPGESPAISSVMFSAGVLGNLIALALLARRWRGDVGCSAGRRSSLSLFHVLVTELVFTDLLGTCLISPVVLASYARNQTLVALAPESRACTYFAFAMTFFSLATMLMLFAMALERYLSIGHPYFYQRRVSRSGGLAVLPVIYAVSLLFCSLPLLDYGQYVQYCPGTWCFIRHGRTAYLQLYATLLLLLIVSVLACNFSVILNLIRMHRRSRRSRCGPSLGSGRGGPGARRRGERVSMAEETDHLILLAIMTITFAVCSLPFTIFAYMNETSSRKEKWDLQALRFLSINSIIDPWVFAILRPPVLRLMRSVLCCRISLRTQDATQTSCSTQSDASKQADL
Wee1 stabilizer: blocks degradation of human Wee1 kinase. P30291. HeLa Luc-Wee1K328M stability, luciferase luminescence; 100% = proteasome inhibitor MG132 effect. reporter increase, % at 5 µM. hit rate 1.2% among 220,000. AID 1321;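 active = activation above the mean of all tested compounds plus 3 SD, set per screening run, cut at about 8.8% in these data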;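 also: cells exposed to compound for 20 h before luminescence read; 0% = DMSO alone and 100% = MG132 at 30 µM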
Tb hexokinase: blocks Trypanosoma brucei hexokinase 1 activity; inhibition, % at 10 µM; hit rate 0.11% among 220,000; recombinant TbHK1, G6PDH-coupled NADH A340;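 active = inhibition of 50% or more in the single-dose primary screen; inactive = inhibition below 50%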
FXIIa inh 1536: factor XIIa (human) inhibition; P00748; purified FXIIa, Boc-QGR-AMC fluorogenic substrate, 2 h; inhibition, % at 5 µM; hit rate 0.3% among 220,000; in the data active = inhibition above about 40%;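 also: 0% = enzyme with no compound and 100% = blank without enzyme; many of its hits are not listed in these tables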
CHOP inhibitor: blocks CHOP induction under ER stress | CHO-K1 CHOP-promoter luciferase, tunicamycin-induced, 15-18 h | inhibition, % at 10 µM | hit rate 3.8% among 220,000 | AID 2732;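 active = compounds that reduced the stress-induced luciferase reporter signal by more than about 70% of percent inhibition, limit read from the data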;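 also: 0% = tunicamycin plus vehicle and 100% = wells without tunicamycin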
FXIa inh: blocks human coagulation factor XIa protease activity. P03951. inhibition, % at 5 µM. hit rate 0.14% among 220,000. purified FXIa, Boc-Glu-Ala-Arg-AMC fluorogenic substrate. AID 798;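 active = inhibition of at least 40%; inactive = inhibition below 40%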;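 also: fluorescence of freed AMC excited at 355 nm; 0% = enzyme without compound and 100% = no enzyme blank; many of its hits are not listed in these tables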
Target sequence (P03951 19-387 limits assumed): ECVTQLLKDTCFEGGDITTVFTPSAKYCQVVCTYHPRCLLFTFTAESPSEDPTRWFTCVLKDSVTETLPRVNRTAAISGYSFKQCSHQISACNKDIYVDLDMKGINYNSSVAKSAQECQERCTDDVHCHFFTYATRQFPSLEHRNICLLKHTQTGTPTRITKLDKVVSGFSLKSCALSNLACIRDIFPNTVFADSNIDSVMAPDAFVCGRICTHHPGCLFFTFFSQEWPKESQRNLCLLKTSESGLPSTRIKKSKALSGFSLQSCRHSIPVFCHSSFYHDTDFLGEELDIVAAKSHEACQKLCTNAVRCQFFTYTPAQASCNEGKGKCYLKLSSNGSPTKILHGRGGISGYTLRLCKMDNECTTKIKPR
Target sequence (P03951 388-625 limits assumed): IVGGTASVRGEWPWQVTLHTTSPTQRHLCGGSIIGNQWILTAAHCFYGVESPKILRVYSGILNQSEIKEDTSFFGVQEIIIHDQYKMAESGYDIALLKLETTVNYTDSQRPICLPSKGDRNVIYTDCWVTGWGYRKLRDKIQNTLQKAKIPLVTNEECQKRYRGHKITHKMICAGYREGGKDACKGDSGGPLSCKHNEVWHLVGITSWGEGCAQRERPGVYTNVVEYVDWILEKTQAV
PPC-1+TRAIL kill: kills PPC-1 cancer cells in the presence of TRAIL; PPC-1 cells + TRAIL, ATPLite viability luminescence; cell killing (% activity), % at 4 µM; hit rate 0.41% among 220,000;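 active = cell killing above 50% in the first pass at 4 µM, then a duplicate retest at 5 µM averaging 50% or more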;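 also: plate controls were cells with TRAIL plus DMSO for no effect and medium-only wells lacking cells for full effect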
An asterisk follows results filed as active; · = not tested or not shown; & = joins results of further samples. An excerpt, so the mix of outcomes need not match the whole.

SMILES	L929 necroptosis	TNF necrop inh	PGE2 EP2 inh	Wee1 stabilizer	Tb hexokinase	FXIIa inh 1536	CHOP inhibitor	FXIa inh	PPC-1+TRAIL kill
O=C(Nc1ccc(Cl)cc1)N1CCC(c2nc(-c3cccs3)no2)CC1	0.7	0.6	8	4	-6	-15	24	-10	10
O=C(NCc1ccccn1)c1n[nH]c(=O)c2ccccc12	-0.5	0.7	8	2	-10	0	14	-5	19
Cc1ccc(CC2CC(=O)N(c3nc(C)cc(C)n3)C2=O)cc1 (stereo unspecified)	2.6	0.6	6	-2	-6	6	-5	-2	4
CCN(Cc1ccccc1)C(=O)CSc1nc(C)cc(=O)[nH]1	0.9	-1.2	6	-1	1	-2	-6	-14	30
NN1C(=O)NC(c2ccccc2)(c2ccccc2)C1=O	0.6	-0.9	8	-3	-2	3	0	-1	·
COc1ccccc1N1CCN(C(=O)c2cc(-c3ccc(Br)cc3)on2)CC1	1.6	-0.5	10	-1	1	10	53	2	7
COc1ccc2c(c1)cc1n2CCN2CCCN=C12	0.3	1.5	4	-3	-15	14	-24	5	42
Cc1ccc(C(=O)CSc2nnnn2-c2ccccc2)o1	1.1	2.6	4	-2	-4	2	-16	3	12
O=C(C1CCN(S(=O)(=O)c2ccc3ccccc3c2)CC1)N1CCN(c2ncccn2)CC1	0.8	-4.3	10	0	-6	20	0	10	17
Cc1ccccc1C(=O)N(Cc1nc2ccccc2c(=O)[nH]1)C1CCCC1	0.1	-0.2	8	-2	1	6	29	1	12
Cc1nn(C)cc1CN1CCCC(C(=O)c2ccc(-c3ccccc3)c(F)c2)C1 (stereo unspecified)	0.3	1.3	0	-1	-7	9	23	1	31
CC(C)NC(=O)c1noc2cc([N+](=O)[O-])ccc12	0.4	-2.1	9	9	-5	3	10	-4	-2
COc1ccc(/C(N)=N/OC(=O)Cc2cccs2)cc1OC	1.1	1.6	4	-1	-6	0	11	1	6
Cc1ccsc1/C=N/NC(=O)c1sccc1C	0.7	0.1	5	2	-38	8	-3	-4	15
CCCCN1C(=O)C2C3C=CC(C2C1=O)C1C2C(=O)N(CCCC)C(=O)C2C31 (stereo unspecified)	-0.3	-1.6	4	-2	1	4	-2	5	19
Cc1c(C(=O)c2ccc([N+](=O)[O-])cc2)c(=O)n(C)c(=O)n1C	0.6	-0.5	2	-1	-7	-2	1	-6	16
NCCCCC(NC(=O)C1CCCN1C(=O)C1CSSCC(N)C(=O)NC(Cc2ccc(O)cc2)C(=O)NC(Cc2ccccc2)C(=O)NC(CCC(N)=O)C(=O)NC(CC(N)=O)C(=O)N1)C(=O)NCC(N)=O (stereo unspecified)	-0.2	0.2	·	2	-3	16	-8	10	5
COc1ccc(C(=O)Cc2nnc(C)s2)cc1	·	19	7	-2	-5	5	-63	2	19
Cc1ccc(C2CC(c3cccs3)=NN2S(=O)(=O)c2ccc(C)cc2)cc1 (stereo unspecified)	-0.3	-0.2	12	3	-7	10	29	10	7
COc1cc(/C=N/NC(=O)Cc2csc(C)n2)ccc1OCC(C)C	-0.1	-0.2	3	5	-14	5	-1	0	6
CCOc1cc(C(=S)N2CCC(O)CC2)ccc1OS(=O)(=O)c1ccc(Br)cc1	0.4	-0.1	16	-1	-11	-2	14	-11	17
Cc1ccc(S(=O)(=O)NC(=O)c2ccc(-c3ccc(C)c4ccccc34)o2)cc1	4.7	0.9	14	-3	17	-3	0	-7	-15
O=C(NC(=S)NNC(=O)c1cccs1)c1ccc(Br)o1	0.1	-1.8	24	-3	-28	-15	13	1	-16
O=[N+]([O-])c1ccc(N2CCN(S(=O)(=O)c3ccccc3[N+](=O)[O-])CC2)cc1NCc1cccnc1	0.9	-2.1	6	1	-8	23	24	9	17
O=S(=O)(NC1CCCCC1Sc1ncccn1)c1ccc(Cl)cc1 (stereo unspecified)	0.1	2.3	5	-2	33	28	21	22	6
Cn1c(SCC(=O)N/N=C/c2cccs2)nc2ccccc21	1.0	-3.6	10	5	-10	4	-4	-13	9
CCN(CC)C(=O)CSc1nc(C)cc(C)c1C#N	2.0	1.1	7	-4	5	6	4	-8	11
COc1ccccc1NC(=S)NCCc1c[nH]c2ccccc12	0.1	-10	26	-1	-7	15	3	0	5
CC(=O)Nc1ccc(C(=O)Nc2ccc(S(=O)(=O)NCC3CCCO3)cc2)cc1 (stereo unspecified)	1.6	-2.9	3&10	-3	4	4	-23	-4	-15
O=C(Nc1ccc(OC(F)F)c(Cl)c1)Nc1ccc2c(c1)OCO2	1.0	0.1	12	5	2	3	106*	-5	10
NC(=O)COC(=O)c1sc2ccccc2c1Cl	6.1	0.1	9	-2	-5	11	3	-3	7
CC(C)(CO)CNC(=O)CCc1nnc(C2(c3ccc(Cl)cc3)CCC2)o1	-0.2	-1.1	6	1	2	9	-3	1	6
COc1ccc(NC(=O)c2ccsc2NC(C)=O)cc1	-0.6	-3.5	4	-1	-5	9	24	-2	5
O=C(Nc1cccc(S(=O)(=O)NC2=NCCC2)c1)C1CCCCC1	1.8	-0.4	9	1	-3	14	4	3	5
Cc1nnc(SCC(=O)c2ccc(S(=O)(=O)N3CCOCC3)cc2)n1-c1ccccc1	-0.3	-3.3	13	-1	2	2	22	-6	0
Cc1nn(CCc2n[nH]c(=S)n2-c2cccc(Cl)c2)c(C)c1[N+](=O)[O-]	0.2	0.1	7	-2	-3	7	-18	2	21
O=C(O)c1ccccc1-c1ccccc1C(=O)NCCCO	0.7	0.2	7	1	-4	16	-13	6	13
COc1ccc(C2C3=C(CCCC3=O)Nc3nc(SCc4ccc(C(=O)O)cc4)nn32)cc1OC (stereo unspecified)	1.4	0.8	11	0	-4	14	22	3	-6
O=C(Nc1ccccc1)N(Cc1ccc2c(c1)OCO2)Cc1nc2ccccc2c(=O)[nH]1	0.5	-2.9	9	3	-4	3	18	-4	5
COC(=O)c1ccc2c(=O)n(CCCN3CCCC3=O)c(=S)[nH]c2c1	0.9	-3.5	7	-3	3	14	19	4	24
O=C(Oc1ccc2c(-c3ccccc3)cc(=O)oc2c1)C1CCCCC1	0.9	-4.3	11	3	10	8	-20	4	29
c1nc(NC2CCCC2)c2[nH]cnc2n1	62	0.0	14	-1	3	15	32	7	6
Cc1ccc(S(=O)(=O)Nc2ccc3nc(N)sc3c2)cc1	3.6	-2.4	2	-2	5	15	38	7	8
O/N=C\c1cccn1-c1nccs1	-0.8	1.5	1	2	3	1	3	-5	-11
Nc1nc2c(F)c(F)c(F)cc2s1	4.2	-0.5	2	-1	-5	13	10	1	8
CC(C)C(=O)Nc1cccc(C(=O)N2CCCCC2C)c1 (stereo unspecified)	-0.7	0.2	10	0	-3	4	32	6	-13
COc1cc2ncnc(NCc3ccccc3Cl)c2cc1OC	11	3.4	10	1	-1	2	10	-5	23
O=C(COc1ccc(Cl)cc1Cl)N(Cc1ccco1)C1CCS(=O)(=O)C1 (stereo unspecified)	-0.1	-3.0	-3	-3	2	8	24	-3	9
Cc1cc2ncn(C3CC(=O)N(Cc4ccccc4)C3=O)c2cc1C (stereo unspecified)	-1.1	-0.1	12	2	10	4	24	-2	20
Cc1cccc(-c2noc(Cc3ccc(Cl)cc3)n2)c1	-0.1	1.7	6	2	-6	16	6	1	15
COC(=O)Cn1c(=NC(=O)c2ccc([N+](=O)[O-])s2)sc2cc(Br)ccc21	-0.5	-0.1	6	2	-5	15	45	8	27
Cc1ccc(N2Cc3ccccc3C2=S)cc1	-0.5	-1.0	3	10*	-5	4	-4	0	39
COc1ccc(-n2nc(C(=O)NCC(=O)Nc3cccc(C)n3)c3ccccc3c2=O)cc1	0.7	-0.7	12	0	-8	14	-39	0	16
Cc1ccc(C(=O)COC(=O)C2CC(=O)N(c3nc(-c4ccccc4)cs3)C2)cc1 (stereo unspecified)	-0.3	0.3	4	0	3	-2	10	-3	-3
COc1ccc(S(=O)(=O)NCc2ccco2)c2ccccc12	-1.0	1.8	17	2	3	10	64	1	30
CCC(=O)Nc1ccc(C(=O)OCc2ccccc2)cc1	59	1.5	7	5	0	1	-8	-5	9
CCCCc1nnc(NC(=O)CSc2nc(=O)cc(N)n2-c2cccc(C)c2)s1	0.7	1.5	5	-2	-8	32	-4	19	8
COCCNC(=O)c1ccc(N(C)S(=O)(=O)c2ccc(OC)c(OC)c2)cc1	-0.4	-1.3	14	-1	4	-19	25	-9	18
O=C(c1ccccn1)N1N=C2/C(=C/c3ccccc3)CCCC2C1c1ccccc1 (stereo unspecified)	0.2	2.8	10	0	26	10	11	4	26
Cc1onc(-c2ccccc2Cl)c1C(=O)Oc1cccc2cccnc12	-2.4	-1.8	7	3	-6	7	19	-6	4
CC(C)CNS(=O)(=O)c1ccc(S(=O)(=O)N2CCN(CCC#N)CC2)cc1	0.8	1.4	4	-1	14	7	35	-2	2
COc1cc(C)c(Cl)cc1S(=O)(=O)N(C)C	0.9	-1.6	10	-1	-3	0	4	-20	24
CCOCN(C(=O)Cn1c(C(C)O)nc2ccccc21)c1c(C)cccc1CC (stereo unspecified)	-0.4	-1.9	-8	-1	0	13	-11	8	31

Filtered by structure: those above containing an aryl methoxy group
SMILES	L929 necroptosis	TNF necrop inh	PGE2 EP2 inh	Wee1 stabilizer	Tb hexokinase	FXIIa inh 1536	CHOP inhibitor	FXIa inh	PPC-1+TRAIL kill
COc1ccccc1N1CCN(C(=O)c2cc(-c3ccc(Br)cc3)on2)CC1	1.6	-0.5	10	-1	1	10	53	2	7
COc1ccc2c(c1)cc1n2CCN2CCCN=C12	0.3	1.5	4	-3	-15	14	-24	5	42
COc1ccc(/C(N)=N/OC(=O)Cc2cccs2)cc1OC	1.1	1.6	4	-1	-6	0	11	1	6
COc1ccc(C(=O)Cc2nnc(C)s2)cc1	·	19	7	-2	-5	5	-63	2	19
COc1cc(/C=N/NC(=O)Cc2csc(C)n2)ccc1OCC(C)C	-0.1	-0.2	3	5	-14	5	-1	0	6
COc1ccccc1NC(=S)NCCc1c[nH]c2ccccc12	0.1	-10	26	-1	-7	15	3	0	5
COc1ccc(NC(=O)c2ccsc2NC(C)=O)cc1	-0.6	-3.5	4	-1	-5	9	24	-2	5
COc1ccc(C2C3=C(CCCC3=O)Nc3nc(SCc4ccc(C(=O)O)cc4)nn32)cc1OC (stereo unspecified)	1.4	0.8	11	0	-4	14	22	3	-6
COc1cc2ncnc(NCc3ccccc3Cl)c2cc1OC	11	3.4	10	1	-1	2	10	-5	23
COc1ccc(-n2nc(C(=O)NCC(=O)Nc3cccc(C)n3)c3ccccc3c2=O)cc1	0.7	-0.7	12	0	-8	14	-39	0	16
COc1ccc(S(=O)(=O)NCc2ccco2)c2ccccc12	-1.0	1.8	17	2	3	10	64	1	30
COCCNC(=O)c1ccc(N(C)S(=O)(=O)c2ccc(OC)c(OC)c2)cc1	-0.4	-1.3	14	-1	4	-19	25	-9	18
COc1cc(C)c(Cl)cc1S(=O)(=O)N(C)C	0.9	-1.6	10	-1	-3	0	4	-20	24
